EPAC1 antagonist – blocks human EPAC1 exchange factor; O95398; EPAC1 GEF assay, Rap1b-BODIPY-GDP exchange fluorescence; Potency, µM (series often up to 115 µM), without a hit: at the highest dose activity change, negative = inhibition, usual class: inhibitors; 0.14% of 360,000 active; AID 720709;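 note: potency is the fitted concentration of half-maximal effect; plate controls were vehicle for no effect and positive control for full effect; nearly all actives have a fitted effect of over 50% in size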
PLK1 PBD inh – PLK1 (human) polo-box domain binding inhibition | Plk1 PBD binding of FITC phosphopeptide, fluorescence polarization | Potency, µM, inactives show max response, negative = inhibition, most hits filed as inhibitors | 2.8% of 360,000 active | AID 720504; note: potency is the fitted concentration of half-maximal effect; series mostly up to about 57 µM; % is set by controls: 0 for no effect and ±100 for the full control effect; nearly all actives have a fitted effect of over 65% in size
Target sequence (P53350 whole entry, looked up, the tested form may be a part): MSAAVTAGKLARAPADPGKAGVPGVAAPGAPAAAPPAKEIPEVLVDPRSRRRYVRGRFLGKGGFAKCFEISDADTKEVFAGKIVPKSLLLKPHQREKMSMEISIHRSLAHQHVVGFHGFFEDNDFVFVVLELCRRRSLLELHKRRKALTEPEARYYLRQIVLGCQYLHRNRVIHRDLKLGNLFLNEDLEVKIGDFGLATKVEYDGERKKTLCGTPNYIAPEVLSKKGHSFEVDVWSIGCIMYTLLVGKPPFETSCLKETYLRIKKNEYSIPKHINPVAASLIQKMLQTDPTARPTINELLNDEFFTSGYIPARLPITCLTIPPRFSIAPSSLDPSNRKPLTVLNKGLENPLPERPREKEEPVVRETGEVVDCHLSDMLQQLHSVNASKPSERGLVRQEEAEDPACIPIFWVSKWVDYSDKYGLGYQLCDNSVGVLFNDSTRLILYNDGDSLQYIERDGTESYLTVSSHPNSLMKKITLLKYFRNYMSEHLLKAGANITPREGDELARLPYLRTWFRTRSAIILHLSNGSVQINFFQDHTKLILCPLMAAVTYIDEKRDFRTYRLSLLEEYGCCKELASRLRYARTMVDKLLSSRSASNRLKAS
IL-2 act – activators of IL-2. 0.065% of 360,000 active. IL-2 activation reporter assay, cell-based qHTS; stimulated with anti-CD3/CD4/CD28 beads; in transgenic mouse T cells. activation, % (series mostly up to about 46 µM). AID 652025; in the data active = activation above about 50%; inconclusive = mostly about 30% to 49%; note: 0% is about no effect
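Readout is EGFP and DsRed signal by fluorescent plate cytometry after 18 h at 37 degrees C. Transgenic mouse T cells (750/well) received compound for 60 min before bead stimulation (anti-CD3, anti-CD4, anti-CD28); memory T cells served as non-tolerant control.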
CCT chaperon mod – modulators of cytosolic chaperonin (CCT/TRiC) activity. purified chaperonin ATPase assay, HTRF ADP detection, 30 min. activity change, % (no concentration beside the values), hits read low. 0.3% of 360,000 active; in the data active = activity change below about -30%; note: % is set by controls: 0 for no effect and ±100 for the full control effect
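TRiC at 40 or 20 nM final (batch-dependent) in 30 mM Tris pH 7.4, 100 mM KCl, 5 mM MgCl2, 1 mM DTT, with compound at single 76 uM and 10 uM ATP, 30 min at 37 deg C. ADP detected by HTRF Transcreener, 665/615 ratio.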
EPAC1 ag – EPAC1 (human) agonism | O95398 | EPAC1 agonist qHTS, biochemical assay; response scale: 100% = response to 6.5 mM cAMP | Potency, µM (top dose mostly 154 µM), for the others: top-dose activation, actives largely listed as activators | 0.073% of 360,000 active; note: potency is the fitted concentration of half-maximal effect; nearly all actives have a fitted effect of over 60% in size
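Read-out is the fluorescence drop as BODIPY-GDP leaves Rap1B (480 nm excitation, 540 nm emission), recorded every 5 minutes over 30 minutes. Reactions held 100 nM EPAC1, 250 nM Rap1B–BODIPY-GDP and 50 uM GDP, with 6.5 mM cAMP setting full activation.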
PI5P4Ka inh – PI5P4K alpha (human) kinase inhibition. 1.2% of 330,000 active. PI5P4Kalpha enzyme, ADP-Glo luminescence, 60 min; hits give low values. AID 652105. max response, %; active = max response of -50% or lower; inconclusive = between -30% and -50%; inactive = -30% or higher; note: value at the top dose of about 77 µM; % is set by controls: 0 for no effect and ±100 for the full control effect
Target sequence (P48426 whole entry, looked up): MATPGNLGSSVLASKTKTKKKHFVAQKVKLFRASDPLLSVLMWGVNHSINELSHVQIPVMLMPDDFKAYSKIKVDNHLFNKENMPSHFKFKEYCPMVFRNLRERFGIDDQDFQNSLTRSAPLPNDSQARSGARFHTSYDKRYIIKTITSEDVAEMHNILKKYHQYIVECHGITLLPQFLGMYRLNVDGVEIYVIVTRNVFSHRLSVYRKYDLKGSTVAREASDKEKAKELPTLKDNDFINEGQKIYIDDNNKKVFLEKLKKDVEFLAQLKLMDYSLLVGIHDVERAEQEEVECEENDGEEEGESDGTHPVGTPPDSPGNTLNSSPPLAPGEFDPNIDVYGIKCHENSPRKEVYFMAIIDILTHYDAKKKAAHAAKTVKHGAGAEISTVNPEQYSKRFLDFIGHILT
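Single end-point luminescence (ADP-Glo) quantified ADP from PI5P4Kalpha turnover; ATP 5 microM final, 1 h at RT, 0.1% CHAPS and 0.28 mM EGTA in HEPES pH 7.4.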
WRN helicase inh – inhibitors of human WRN helicase | Q14191 | WRN helicase unwinding, fluorescent forked duplex, kinetic | Potency, µM (top dose mostly 114 µM), inactives show at the top dose activity change, negative = inhibition, actives largely listed as inhibitors | 0.46% of 360,000 active; note: potency is the fitted concentration of half-maximal effect; % is set by controls: 0 for no effect and ±100 for the full control effect; nearly all actives have a fitted effect of over 55% in size
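Screening of the MLSMR collection measured strand separation of a quenched forked DNA duplex (100 nM) by 20 nM WRN with 2 mM ATP, all final. Compounds were preincubated with enzyme 15 min at room temperature.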
EPAC2 ag – activates human EPAC2 exchange factor. Q8WZA2. EPAC2 activation, biochemical qHTS; response scale: 100% = 6.5 mM cAMP response. 0.079% of 360,000 active. Potency, µM (titrated, usually from 154 µM), without a hit: at the highest dose activation, most hits filed as activators; note: potency is the fitted concentration of half-maximal effect; nearly all actives have a fitted effect of over 50% in size
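In this primary screen, activation is scored as increased exchange of BODIPY-GDP from Rap1B by 100 nM EPAC2, with 50 uM GDP as competitor. Signal is normalized to the 6.5 mM cAMP agonist control.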
Numbers without * were called inactive; ? = inconclusive; . = not tested or not shown; [ ] = dose if it differs, or a comment. Unless noted, calls come from the whole dose curve; as a rule, active = well fitted curve in the direction sought with a large enough effect; inconclusive = small, poorly fitted or top-dose-only effect, or another doubt; inactive = no such curve, though single readings can be large; an effect the other way counts as inactive or inconclusive. A portion of the library; rates above refer to the full screens.

SMILES	EPAC1 antagonist	PLK1 PBD inh	IL-2 act	CCT chaperon mod	EPAC1 ag	PI5P4Ka inh	WRN helicase inh	EPAC2 ag
Cc1ccccc1NC(=O)C1C2CCCC1C2c1ccccc1 (stereo not drawn)	-5%	-3%	-1.2	-3.3	-3%	-5	-8%	5%
CCC(=O)c1ccc(OCC(=O)Nc2ccc3c(c2)OCCO3)cc1	-12%	-5%	-0.9	-2.1	13%	5	-17%	-2%
COc1ccc(C(=O)NCC(=O)NCC(c2ccco2)N(C)C)cc1OC (stereo not drawn)	10%	-6%	-2.5	2.2	-4%	1	-20%	2%
Cc1ccc(S(=O)(=O)N(C)C[C@@H]2Oc3ncc(Br)cc3C(=O)N([C@H](C)CO)C[C@H]2C)cc1	5%	-2%	-0.9	-1.2	-4%	5	5%	-2%
O=S(=O)(/C=C/c1cccc(Br)c1)N1CCOCC1	18%	-4%	0.1	-0.9	1%	-5	4%[57.1 µM]	1%
COC(=O)c1ccc(NC(=O)C2CCCO2)cc1 (stereo not drawn)	-2%	1%	-2.2	0.9	-1%	0	-7%	5%
Cc1cc(C)c(NC(=O)COC(=O)Cn2nc(-c3ccccc3)oc2=O)c(C)c1	-12%	-14%	-0.4	-1.1	2%	-7	?	4%
COc1ccc(N2C(=O)C(CN3CCCCC3)C2c2ccccc2)cc1 (stereo not drawn)	-26%	-15%	-0.3	-1.9	1%	0	-2%	8%
Cn1cccc1Cc1nnc(SCC(=O)Nc2nc3ccccc3s2)n1CCc1ccccc1	4%	-7%	-1.7	-0.5	-15%	.	3%	-4%
Cc1[nH]c2ccccc2c1/C=C(\C#N)C(=O)NC1CC1	2%	-13%	-4.0	0.1	-1%	-6	3%	18%

Some entries already given with just WRN helicase inh:
Molecule	WRN helicase inh
Cc1cc(C)c(NC(=O)COC(=O)Cn2nc(-c3ccccc3)oc2=O)c(C)c1	?
COc1ccc(N2C(=O)C(CN3CCCCC3)C2c2ccccc2)cc1 (stereo not drawn)	-2%
Cn1cccc1Cc1nnc(SCC(=O)Nc2nc3ccccc3s2)n1CCc1ccccc1	3%

(further entries)
SMILES	EPAC1 antagonist	PLK1 PBD inh	IL-2 act	CCT chaperon mod	EPAC1 ag	PI5P4Ka inh	WRN helicase inh	EPAC2 ag
CC(C)CC(NS(=O)(=O)c1cc(C(=O)O)ccc1Cl)C(=O)O (stereo not drawn)	-3%	-2%	-1.9	-2.0	-6%	1	6%	-6%
O=C(CCS(=O)(=O)c1ccc(Br)cc1)NCCC1=CCCCC1	-15%	?	-0.6	-1.6	-4%	-5	-17%[11.6 µM]	-8%
CCN(c1ccccc1)S(=O)(=O)c1cc(C(=O)Oc2ccc3c(C)cc(=O)oc3c2)ccc1C	11%	1%	1.0	3.1	5%	-3	5%	12%
O=C(COC(=O)c1ccccc1)Nc1cc(S(=O)(=O)N2CCCCCC2)ccc1Cl	-3%	-1%	1.4	1.0	4%	-6	-1%	2%
CCn1c(=O)cc(SCC(=O)N2CCN(C)CC2)c2ccccc21	-14%	-8%	-1.7	-2.9	4%	-4	-1%	5%
CCn1cc(C(=O)NC(C)CCc2ccccc2)c(=O)c2cc(S(=O)(=O)N(C)C)ccc21 (stereo not drawn)	-1%	-7%	-0.5	2.3	-1%	11	8%	-5%
Cc1cc(C)nc(SCC(=O)N/N=C/c2cc(C)n(-c3ccccc3C)c2C)n1	-16%	-11%	-2.2	-0.9	0%	4	7%	8%
CCOc1ccc(OCCOCCOc2ccccc2Cl)cc1	-17%	-2%	-1.4	0.3	-2%	0	-21%[57.1 µM]	4%
O=C(NNC(=O)c1ccc(-c2ccccc2)cc1)Nc1ccccc1F	-11%	4%	0.2	-1.5	-4%	2	2%	7%
CCS(=O)(=O)N1CCCC(C(=O)NC2CCC(C)CC2)C1 (stereo not drawn)	9%	-2%	0.2	-4.5	8%	-6	6%	6%
O=C(c1ccc2c3n(nc2c1)-c1ccccc1CO3)N1CCCCC1	-2%	-1%	-0.4	-1.7	-16%	-22	7%	-7%
Cc1ccc(S(=O)(=O)N2[C@@H](c3ccccc3F)C(C(=O)O)=CC[C@H]2c2ccc3c(c2)OCO3)cc1	6%	0%	1.0	-2.3	-4%	1	6%	-7%
Cc1ccc2nc(-c3cccnc3)cc(C(=O)Nc3ccc(F)cc3C)c2c1	-6%	2%	-3.5	-0.3	-5%	-4	5%	-17%
C=CCn1c(N)cc(=O)nc1SCC(=O)Nc1ccc(C(=O)OCC)cc1	-13%	-8%	0.1	2.2	1%	-3	-3%	10%
COc1ccc(NC(=O)CN(C)C(=O)c2c(-c3c(F)cccc3Cl)noc2C)cc1	-10%	-3%	-1.8	0.8	5%	4	1%	7%
O=C(Cn1cnc2c(nnn2Cc2ccccc2)c1=O)NCc1ccccc1Cl	9%	3%	-2.9	-1.4	5%	-5	5%	-1%
Cc1noc(C)c1CSCC(=O)Oc1ccc(N(C)S(=O)(=O)c2ccccc2)cc1	-5%	-3%	0.9	1.2	-3%	-2	-5%	12%
O=C(NC1=NCCS1)c1sc2cc(F)ccc2c1Cl	-5%	-17%	-0.6	-4.1	7%	2	6%	-6%
O=C(CCCCCn1c(=S)[nH]c2cc3c(cc2c1=O)OCO3)N1CCN(Cc2ccccc2)CC1	5%	-8%	-0.1	-1.5	8%	.	-5%	9%
O=C(NC(NC(=S)Nc1cccc(C(=O)O)c1)C(Cl)(Cl)Cl)OCc1ccccc1 (stereo not drawn)	-9%	-7%	1.4	-2.3	-1%	10	-8%	5%
COc1ccc2sc(-c3ccc(S(C)(=O)=O)cc3)c(-c3ccc4c(c3)OCCO4)c2c1	-4%	1%	0.2	1.4	-3%	7	9%	7%
CN(C)Cc1c(O)ccc2ccccc12	-7%	?	-2.2	-4.6	-7%	-5	5%	4%
CCCN(CC(=O)Nc1ccccc1C)C(=O)COc1ccc2c(c1)CCC2	3%	-4%	-1.0	1.9	-2%	9	-17%	2%
COc1ccc(-c2oc3ccc(N4CCOCC4)cc3c2C#Cc2ccc(N)cc2)cc1	11%	8%	-0.3	-4.4	-9%	50	-7%	4%
CN(CCc1ccccc1)C(=O)c1ccc(NC(=O)Cc2ccc(NC(=O)C3CCCN(C(=O)C4CCCCC4)C3)cc2)cc1 (stereo not drawn)	-4%	-13%	-0.2	-0.5	-11%	6	-5%	15%
CC(C)(C)c1ccc(C(=O)N2CCN(S(=O)(=O)c3ccc(Br)s3)CC2)cc1	-2%	-2%	2.5	1.8	16%	9	-16%	2%
O=S(=O)(Nc1ccccn1)c1cnc(Cl)c(Br)c1	-6%	-7%	-1.2	-3.0	9%	1	-4%	4%
COc1ccccc1-c1nc2s/c(=C\c3cccs3)c(=O)n2n1	-8%	-30%	-0.2	-0.2	3%	-10	?	15%
CCOC(=O)C1CCN(C(=O)c2ccc(OCC(=O)Nc3cccc(C(F)(F)F)c3)cc2)CC1	-23%	3%	-4.9	1.1	-12%	15	-5%	-3%
Cc1cc(C)c(C(=O)N2CCCC(N3CCN(c4cccc(C(F)(F)F)c4)CC3)C2)o1 (stereo not drawn)	-18%	-19%	-2.5	-0.9	-11%	16	-7%[57.1 µM]	3%
C=CCn1c2ccccc2c(=O)c2cc(C#CC3(O)CCCCC3)ccc21	-9%	7%	0.1	-20	-13%	-3	-1%	9%
O=C(O)C[C@H]1c2cc(C(F)(F)F)ccc2S(=O)(=O)N1C1CCCC1	-5%	-12%	-0.2	0.0	7%	0	6%	7%
Cc1nc(C)c(C(=O)OCC(=O)NCCc2ccc(S(N)(=O)=O)cc2)s1	0%	-2%	-1.0	-1.4	15%	-4	-7%	6%
CC(=O)NNC(=S)NCCc1ccccc1	-3%	-12%	-0.4	-2.6	-1%	-5	-1%	6%
CCCCOC(=O)CNc1n[nH]c(=S)[nH]c1=O	9%	-2%	0.0	-4.4	1%	.	6%	5%
Cc1cccc(-n2c(SCC(=O)NCc3ccco3)nnc2-c2ccco2)c1	-13%	-5%	2.6	1.8	5%	.	-21%	11%
COc1ccccc1OCc1ccc(C(=O)Nc2cc(OC)c(OC)c(OC)c2)o1	-21%	0%	-0.3	-1.5	-11%	3	6%	7%
CN(C)/C=N/c1cc(=O)n(C)c(=O)n1CC1CC1	12%	-3%	1.7	-1.2	-22%	-7	1%	5%
COc1cc(=O)[nH]c(SC(C)C(=O)Nc2ccc3ccccc3c2)n1 (stereo not drawn)	4%	-14%	-0.4	0.0	3%	10	-3%	5%
O=C(CSCc1ccc(Cl)cc1)Nc1ccc(-c2nnc(-c3ccccc3)o2)cc1	2%	-12%	-1.3	-1.0	6%	5	1%	7%
CCOc1cc(S(=O)(=O)NCc2ccncc2)c(C)cc1C	-18%	-15%	-1.0	1.3	12%	5	12%	9%
CC1CCC(NC(=O)Cn2cc3c(n2)CCCC3)CC1 (stereo not drawn)	-14%	-22%	1.3	1.3	1%	1	-4%	7%
CCN(CC(=O)NCc1ccc(F)cc1)C(=O)/C=C/c1cc(OC)ccc1OC	3%	2%	0.7	1.0	3%	9	4%	3%
Cc1ccc(CN(C)C(=O)CCc2nc3sc4c(c3c(=O)[nH]2)CCCC4)o1	-5%	-22%	-2.5	-1.8	-5%	?	?	-2%
Nc1ncnc2c1ncn2[C@@H]1O[C@H](C(=O)N2CCSC2)[C@@H](O)[C@H]1O	-9%	-1%	-0.7	1.3	0%	-6	-3%	3%
CCOC(=O)c1c(C)[nH]c(C)c1S(=O)(=O)N(C)CC(=O)Nc1ccccc1C	-13%	-7%	0.9	-1.8	7%	0	-4%	11%
COc1ccc(-c2cc(CS(=O)(=O)c3ccccc3)on2)cc1	-2%	-4%	-1.0	1.1	-7%	1	-7%	10%
COc1ccc(/C=N/Nc2nnc(Cc3ccc(OC)c(OC)c3)c(=O)[nH]2)cc1OC	4%	-4%	1.5	-1.3	0%	15	-34%	2%
Cn1c(=O)c2[nH]c(Cc3ccsc3)nc2n(C)c1=O	5%	2%	-0.4	1.3	-5%	2	7%	-3%
Cn1c(=O)c2c(nc(NCc3ccco3)n2CC(O)CO)n(C)c1=O (stereo not drawn)	9%	-6%	-0.1	-15	10%	-2	2%	9%
Cc1ccc(S(=O)(=O)/N=C/N(C)C)cc1	8%	-4%	-1.0	-3.3	4%	7	0%	7%

Screens: PubChem, National Center for Advancing Translational Sciences (NCATS)
